# uPA surface inh: inhibitors of cell surface uPA generation; cell surface uPA generation assay, qHTS; Potency, µM (top dose mostly 38.3 µM), for the others: at the highest dose activity change, negative = inhibition, usual class: inhibitors; 0.31% of 330,000 active; active = well fitted inhibition curve with a large enough effect; inconclusive = small, poorly fitted or top-dose-only effect; inactive = no such curve, though single readings can be large or run the other way; tested in mouse RAW 264.7 cells; note: % is set by controls: 0 for no effect and ±100 for the full control effect; nearly all actives have a fitted effect of over 55% in size
# Rab9 prom act: activators of Rab9 promoter. Huh7 Rab9 promoter-luciferase reporter, luminescence, 24 h. Potency, µM (series often up to 9.22 µM), for inactives: top-dose activation, negative = inhibition, actives largely listed as activators. 2.8% of 320,000 active. AID 485297; note: % of control where 0% means no effect; nearly all actives have a fitted effect of over 60% in size
#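 Using Huh7 cells stably transfected with Rab9 promoter–luciferase, compounds were incubated 24 h at 37 °C, 5% CO2; luciferase luminescence was read 10 min after reagent addition.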
# MLL CXXC-DNA inh: blocks binding of human MLL CXXC domain to DNA; Q03164; MLL-CXXC / FITC-HOXA9 DNA fluorescence polarization; Potency, µM (highest dose often 115 µM), for the others: at the top dose activity change, negative = inhibition, actives largely listed as inhibitors; 0.037% of 290,000 active; AID 2662; active = well fitted inhibition curve with a large enough effect in the polarisation, with a control signal flat, not every such curve was filed as active; inconclusive = small, poorly fitted or top-dose-only effect, or effect the other way, or a change in a side signal; inactive = no such curve, though single readings can be large or run the other way; the % refers to the polarisation
#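 Steps: dispense CXXC domain solution (7 uM) → pin compounds or unlabeled HOX-A9 DNA control → 5 min ambient → add FLSN-HOX-A9 solution (50 nM) → spin → 30 min ambient → fluorescence polarization. Tris pH 7.5/NaCl/DTT/BSA buffer.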
# RORg inh: ROR gamma (mouse) transcription inhibition. P51450. Drosophila S2 Gal4-RORgamma UAS-luciferase reporter, 20 h. Potency, µM (highest dose often 53.6 µM), for the others: top-dose activity change, negative = inhibition, usual class: inhibitors. 5.4% of 310,000 active. AID 2551; note: % is set by controls: 0 for no effect and ±100 for the full control effect; nearly all actives have a fitted effect of over 60% in size
# Target sequence (P51450 whole entry, looked up, the tested form may be a part): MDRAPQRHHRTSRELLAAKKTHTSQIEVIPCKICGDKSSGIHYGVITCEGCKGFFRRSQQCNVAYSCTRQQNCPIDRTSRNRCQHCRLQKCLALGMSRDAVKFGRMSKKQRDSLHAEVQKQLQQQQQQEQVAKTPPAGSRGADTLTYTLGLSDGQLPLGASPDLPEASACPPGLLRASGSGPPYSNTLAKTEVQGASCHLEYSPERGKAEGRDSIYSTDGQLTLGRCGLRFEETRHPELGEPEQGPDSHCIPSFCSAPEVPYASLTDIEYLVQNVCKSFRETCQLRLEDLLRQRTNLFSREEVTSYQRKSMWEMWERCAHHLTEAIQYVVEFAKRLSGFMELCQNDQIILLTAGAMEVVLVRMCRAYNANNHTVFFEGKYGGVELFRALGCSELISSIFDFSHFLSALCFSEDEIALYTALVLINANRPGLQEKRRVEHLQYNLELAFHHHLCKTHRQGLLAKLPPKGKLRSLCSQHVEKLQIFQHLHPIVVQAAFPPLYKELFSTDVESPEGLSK
#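 Luciferase reporter read in Schneider cells carrying Gal4-RORγ (mouse) and UAS-Photinus luciferase; cells given compound 1 h before 700 uM copper sulfate induction, then incubated 20 h at ambient temperature.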
# BRCA1 expr act: increases BRCA1 expression; MCF7-BRCA1-FFLuc reporter, luminescence, 48 h; response scale: scaled: vehicle 0%, 10 µM genistein 100%; Potency, µM (series often up to 46.1 µM), for the others: at the highest dose activation, hits mostly activators; 1.1% of 380,000 active; AID 624202; note: nearly all actives have a fitted effect of over 80% in size; some results filed as inactive show a strong effect at the top dose
#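 Reporter cells (MCF7, BRCA1 promoter-firefly luciferase) received library compounds across a concentration series for 48 h. End-point luminescence was measured and concentration-effect curves derived after normalization.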
# NPC1 promoter act: activators of NPC1 promoter; Potency, µM (doses to about 9.22 µM), without a hit: at the highest dose activation, usual class: activators; 2.4% of 320,000 active; AID 485313; Huh7 NPC1 promoter luciferase reporter, 24 h;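 note: % of control where 0% means no effect; nearly all actives have a fitted effect of over 60% in size; reporter is driven by a mutant NPC1 promoter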
#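 Readout is luciferase luminescence, reflecting NPC1 promoter activation in stably transfected Huh7 cells after 24 h compound exposure at 37 °C in reduced-serum medium with 10% FBS.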
# p53 reactivation: restores transcriptional activity of mutant p53. Potency, µM (top dose mostly 92.2 µM), for the others: at the top dose activity change, positive = activation, actives largely listed as activators. 0.063% of 320,000 active. H1299 p53-A138V BP100-luciferase reporter, luminescence, 24 h; note: % of control where 0% means no effect; nearly all actives have a fitted effect of over 45% in size
#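 H1299 (p53-null), stable ts p53-A138V + BP100-Luc; 1000 cells/well, Opti-MEM/10% FBS; cpd 4 pt, 1:5; 24 h, 37 deg C, 5% CO2; detection reagent 10 min RT; luminescence.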
# ELG1 genotoxic: genotoxicity induction in ELG1-luciferase HEK293T cells; HEK293T ELG1-luciferase reporter, luminescence, 16 h; 1.3% of 330,000 active; Potency, µM (doses to about 46 µM), without a hit: at the highest dose activity change, positive = activation, actives largely listed as activators; AID 504466; note: % of control where 0% means no effect; nearly all actives have a fitted effect of over 60% in size
#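 ELG1-luciferase HEK293T cells, 2,000/well; compound pinned in; 16 hr, 37 °C, 5% CO2; ONE-Glo, 30 min RT; luminescence on CCD imager.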
# MBNL1 CUG block: blocks human MBNL1 binding to CUG repeat RNA; 0.036% of 280,000 active; TR-FRET MBNL1-His/biotin-(CUG)12 binding, 665/545 ratio; AID 2675; Potency, µM (titrated, usually from 57.5 µM), for inactives: at the highest dose activity change, negative = inhibition, actives largely listed as inhibitors; active = well fitted inhibition curve with a large enough effect in the signal ratio, with a control signal flat, not every such curve was filed as active; inconclusive = small, poorly fitted or top-dose-only effect, or effect the other way, or a change in a side signal; inactive = no such curve, though single readings can be large or run the other way; the % refers to the signal ratio; note: % is set by controls: 0 for no effect and ±100 for the full control effect
# Target sequence (Q9NR56 whole entry, looked up): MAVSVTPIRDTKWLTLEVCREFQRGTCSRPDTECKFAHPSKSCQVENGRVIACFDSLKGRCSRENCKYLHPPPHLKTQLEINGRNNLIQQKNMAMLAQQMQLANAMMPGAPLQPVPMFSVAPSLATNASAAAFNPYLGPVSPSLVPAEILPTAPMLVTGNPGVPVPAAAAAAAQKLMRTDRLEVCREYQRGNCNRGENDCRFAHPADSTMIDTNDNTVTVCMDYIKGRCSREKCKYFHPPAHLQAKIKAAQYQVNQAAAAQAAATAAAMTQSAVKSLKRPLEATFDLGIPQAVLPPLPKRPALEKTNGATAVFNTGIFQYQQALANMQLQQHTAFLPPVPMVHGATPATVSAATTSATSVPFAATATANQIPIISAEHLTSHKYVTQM
#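 Inhibition of protein-RNA binding appears as loss of TR-FRET between terbium anti-His antibody on MBNL1-His and streptavidin-XL665 on biotin-(CUG)12. Activity is normalized to buffer-only and uninhibited-complex controls.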
# VP16 counter: Gal4-VP16 reporter inhibition counter-screen; Drosophila S2 Gal4-VP16 UAS-luciferase, luminescence, 20 h; Potency, µM (highest dose often 53.6 µM), inactives show at the top dose activity, negative = inhibition, hits mostly inhibitors; 3.5% of 310,000 active;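 note: Gal4-VP16 expression switched on by copper sulfate through the metallothionein promoter; % is set by controls: 0 for no effect and ±100 for the full control effect; nearly all actives have a fitted effect of over 50% in size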
# FLuc modulator: inhibits or activates purified firefly luciferase, miR-21 counter-screen; P08659; purified FLuc, Km substrates, luminescence inhibition; Potency, µM (doses to about 57.5 µM), for inactives: top-dose activity change, negative = inhibition, hits mostly inhibitors; 6.9% of 360,000 active; AID 588342;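 note: plate controls were vehicle for no effect and reference inhibitor for full effect; nearly all actives have a fitted effect of over 55% in size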
#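 Purified P. pyralis luciferase, 10 nM final, with Km-level 10 uM D-luciferin and 10 uM ATP in 50 mM Tris acetate pH 7.5, 10 mM Mg acetate, 0.01% Tween-20, 0.05% BSA; 6-point qHTS titration about 60 µM downward; luminescence read.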
# * = called active by the depositor; ? = inconclusive; / = not tested or not shown; [ ] = dose if it differs, or a comment. Unless noted, calls come from the whole dose curve; as a rule, active = well fitted curve in the direction sought with a large enough effect; inconclusive = small, poorly fitted or top-dose-only effect, or another doubt; inactive = no such curve, though single readings can be large; an effect the other way counts as inactive or inconclusive. Potency is the fitted concentration of half-maximal effect. Not all compounds are listed, so the mix of outcomes need not match the whole.
mol	MBNL1 CUG block	ELG1 genotoxic	MLL CXXC-DNA inh	p53 reactivation	BRCA1 expr act	RORg inh	VP16 counter	uPA surface inh	NPC1 promoter act	FLuc modulator	Rab9 prom act
COc1ccc(OCC(=O)N/N=C2/C=C(C)CC2)cc1	9%	-1%	2%	-2%	-2%	-39%	8%	-1%	0%	-6%	-12%
Cc1ccccc1C(=O)Nc1cccc(NC(=O)Cn2cnc3c(=O)n(C)c(=O)n(C)c32)c1	4%	2%	0%	-28%	-57%	-15%	1%	/	1%	?	-5%
O=C(CCCCCn1nnc2ccccc2c1=O)Nc1ccccc1Cl	4%	-7%	?	0%	-1%	2%	1%	3%	-3%	-4%	0%[1.84 µM]
COc1ccc(-c2cc3ccccc3n2CC(O)CNC(CO)(CO)CO)cc1 (stereo not given)	0%	10%	17%	9%	-1%	12%	3%	/	-2%	0%	-4%
Cc1ccsc1C(=O)NCCc1c[nH]c2ccccc12	1%	?	-2%	?	13µM*	20%	?	-4%	?	19µM*	?
Cc1ccc(C(=O)NC2=NCCS2)cc1	-14%	?	-4%	11%	/	?	-14%	/	2.8µM*	11µM*	3.5µM*
O=C(Cn1c(NCCCO)nc2ccccc21)c1ccc([N+](=O)[O-])cc1	?	-4%	0%	-19%	-11%	-15%	-7%	-3%	3%	12%	20%
COc1ccc(C(CNC(=O)CSc2ccccc2F)N2CCOCC2)cc1 (stereo not given)	/	3%	/	-4%	-17%	/	/	-1%	1%	?	5%
CCOCCCNCC(=O)Nc1ccc(OC(F)(F)F)cc1	10%	2%	4%	-1%	1%	19%	10%	3%	1%	-2%	3%
CCCCNC(=O)N1c2ccccc2CC1C (stereo not given)	3%	6%	18%	13%	28%	23%	?	1%	7%	-3%	-2%
Cc1cccc2sc(N(CCCN(C)C)C(=O)CN3C(=O)c4ccccc4C3=O)nc12	21%	0%	13%	7%	-1%	-19%	1%	-6%	-3%	0%	2%
Cc1cc(C)cc(NC(=O)c2cccc(NC3=NC4CS(=O)(=O)CC4S3)c2)c1 (stereo not given)	-3%	1%	/	4%	-28%	-5%	-19%	?	-3%	-18%	0%
CCn1cc(C(=O)N[C@@H](CCSC)C(=O)NCCCO)c(=O)c2cc3c(cc21)OCO3	-11%	2%	13%	8%	-10%	-5%	-12%	-7%	2%	2%	5%
COc1cccc(N2CCN(S(=O)(=O)c3c(C)[nH]c(C)c3C(=O)N3CCCCC3)CC2)c1	6%	0%	-7%	-15%	0%	-10%	1%	-6%	-3%	3%	-1%
COc1cc(C2Nc3c(F)cccc3C3C=CCC32)cc(Br)c1OC (stereo not given)	8%	-3%	-1%	1%	-39%	-16%	1%	-1%	-2%	-10%	-2%
O=C(NC1CCCCC1)C(c1cccs1)N(C(=O)c1ccccn1)c1ccccc1 (stereo not given)	/	-6%	-11%	1%	0%	29%	-11%	9%	-1%	3%	-2%
CN(Cc1cccc(Cl)c1Cl)C(=O)c1cccc(S(=O)(=O)N2CCN(Cc3ccccc3)CC2)c1	-8%	12%	-1%	/	-64%	/	/	?	-12%	0%	-13%
Cc1ccc(C(=O)Nc2ccc([N+](=O)[O-])cn2)o1	?	16%	0%	?	?	38%	-2%	2%	?	?	?
CCc1nc(SCC(=O)NNC(=O)C(C)C)c2ccccc2n1	?	-2%	15%	12%	1%	-19%	5%	/	-2%	-1%	1%
O=C(NC(=S)Nc1nc2ccccc2s1)c1cccs1	/	?	37%[activator]	?	-4%	?	?	0%	?	1.1µM*	3.5µM*
Cc1ccc(CNC(=O)CC(C)S(=O)(=O)c2ccc3c(c2)NC(=O)CO3)cc1 (stereo not given)	-4%	-7%	19%	0%	22%	11%	3%	4%	-4%	0%	1%
C=CCc1c(C)[nH]c2c(OC)cccc2c1=S	?	-5%	3%	-3%	-35%	11µM*	?	-4%	0%	?	-9%
CCOC(=O)C1(Cc2cccc(OC)c2)CCCN(C(=O)c2cc(C)oc2C)C1 (stereo not given)	-4%	?	-2%	?	?	3%	?	-22%	?	?	?
CN(Cc1ccccc1)C(=O)CC(=O)N(C)Cc1ccccc1	-4%	26%	9%	?	17%	20%	-5%	-1%	?	5%	?
O=C(Cn1c(=O)sc2ccccc21)Nc1ccc2c(c1)OCCO2	-4%	0%	1%	0%	4%	19%	2%	3%	14%	-1%	6%
c1ccc(CCCCN2C(Nc3ccccc3)=NC[C@@H]2Cc2ccccc2)cc1	/	-6%	/	6%	-3%	/	/	-30%	-2%	3%	-5%
CCN(CC)S(=O)(=O)c1ccc(NC(=O)C(C)N(c2ccccc2)S(C)(=O)=O)cc1 (stereo not given)	9%	1%	-13%	-5%	-15%	?	6%	4%	1%	0%	-4%
Cc1nn(-c2ccccc2)c(N)c1C1(O)C(=O)Nc2ccc([N+](=O)[O-])cc21 (stereo not given)	/	-1%	3%	2%	-5%	0%	4%	-7%	-4%	-1%	1%
Cc1cc(NC(=O)c2c([N+](=O)[O-])cnn2C)no1	?	-1%	17%	-2%	-5%	24%	0%	/	1%	4%	0%
Cc1ccc(Nc2nc(CSc3nnc(-c4cccnc4)n3-c3ccccc3F)cs2)cc1	1%	4%	-4%	11%	29%	4µM*	-10%	1%	9%	2.4µM*	4%

# Reprinted from above for reference:
mol	MBNL1 CUG block	ELG1 genotoxic	MLL CXXC-DNA inh	p53 reactivation	BRCA1 expr act	RORg inh	VP16 counter	uPA surface inh	NPC1 promoter act	FLuc modulator	Rab9 prom act
Cc1cc(NC(=O)c2c([N+](=O)[O-])cnn2C)no1	?	-1%	17%	-2%	-5%	24%	0%	/	1%	4%	0%
Cc1ccc(Nc2nc(CSc3nnc(-c4cccnc4)n3-c3ccccc3F)cs2)cc1	1%	4%	-4%	11%	29%	4µM*	-10%	1%	9%	2.4µM*	4%

# The list continues:
mol	MBNL1 CUG block	ELG1 genotoxic	MLL CXXC-DNA inh	p53 reactivation	BRCA1 expr act	RORg inh	VP16 counter	uPA surface inh	NPC1 promoter act	FLuc modulator	Rab9 prom act
O=C1CN(C(=O)CSc2nc3ccccc3c(=O)n2CC2CCCO2)c2ccccc2N1 (stereo not given)	-7%	-15%	6%	5%	-12%	34%	4%	12%	-1%	3%	-1%
COc1ccccc1C(=O)Nc1nnc(SCC(=O)NCc2ccco2)s1	-1%	2.3µM*	13%	1%	17%	?	?	?	3.2µM*	3.4µM*	2.2µM*
CC(C)N(C)C1CCN(S(=O)(=O)c2ccc(-c3ccc(=O)[nH]n3)s2)CC1	?	1%	1%	0%	-11%	-10%	-13%	3%	2%	1%	5%
O=Cc1c(NCCCN2CCCC2=O)c2ccccc2[nH]c1=O	-3%	2%	-3%	/	-1%	-9%	-3%	-4%	1%	0%	-1%
O=S(=O)(c1cccc(-c2n[nH]c(=S)o2)c1)N1CCOCC1	19%	-2%	-2%	1%	-13%	10%	6%	2%	-2%	-13%	-1%
COc1cc(C(=O)OCC(=O)NC2CCCC2)cc(NC(=O)c2ccco2)c1OC	14%	1%	1%	-4%	7%	2%[10 µM]	5%	-1%	-2%	1%	3%
CCCn1c(=O)c(-c2ccccc2)c(O)c2ccccc21	-3%	0%	-11%	-5%	0%	11%	-3%	-2%	0%	4%	-1%
Cc1ccc(C2/C(=C(/O)c3ccccc3)C(=O)C(=O)N2CCN2CCOCC2)o1 (stereo not given)	4%	2%	?	15%	3%	-21%	2%	3%	-4%	-1%	-4%
Cc1ccc(-c2nc3ccccc3nc2NN)cc1	?	8.2µM*	0%	27%	18%	-39%	-6%	-14%	6%	1.3µM*	?
CCOc1ccc(OCC)c(NC(=O)C(NS(=O)(=O)c2ccc3c(c2)oc(=O)n3C)C(C)C)c1 (stereo not given)	-4%	1%	-8%	15%	-19%	-2%	0%	/	-7%	2%	0%
COc1ccccc1C(=O)C1CCCN(C(=O)c2ccccc2Cl)C1 (stereo not given)	-3%	-7%	5%	-4%	-18%	26%	2%	-13%	2%	0%	-2%
Cc1ccc(-c2nn(C)c(=O)c3ccccc23)cc1CNC(=O)Cn1nc(-c2ccccc2)c2ccccc2c1=O	-10%	1%	-2%	-8%	/	-7%	-7%	/	-3%	0%	9%
O=C(NCc1ccccn1)c1cc(S(=O)(=O)N2CCCCC2)ccc1Cl	/	-3%	/	-3%	0%	/	/	11%	0%	-1%	-3%
Cc1ccc(NC(=O)COC(=O)C2CC3C=CC2C3)cc1S(=O)(=O)N1CCCCC1 (stereo not given)	-5%	-1%	12%	8%	-26%	29%	-21%	-7%	-4%	-11%	0%
CCn1cc(C(=O)NCCOC)c(=O)c2ccc(C)nc21	-1%	1%	2%	1%	7%	0%	-1%	0%	2%	0%	0%

# Screening results from PubChem.
